High-throughput results as filed in PubChem.
DUSP3 inh = VHR1 phosphatase inhibitors, primary screen, biochemical, absorbance, uHTS; Dual specificity protein phosphatase 3 (Homo sapiens), P51452; recombinant VHR phosphatase, pNPP absorbance; inhibition, % at 13.3 µM; actives 0.52% (n = 290,000); in the data active = inhibition above about 50%; also: some compounds called inactive have numbers as strong as hits
Target sequence (P51452 whole entry, looked up): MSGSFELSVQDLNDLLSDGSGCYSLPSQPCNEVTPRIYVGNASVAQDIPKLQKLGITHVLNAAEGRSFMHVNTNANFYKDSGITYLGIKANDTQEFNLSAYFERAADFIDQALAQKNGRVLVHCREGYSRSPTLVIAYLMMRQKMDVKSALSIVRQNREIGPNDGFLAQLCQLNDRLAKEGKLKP
BioA inh = M. tuberculosis BioA enzyme inhibitors, primary screen, biochemical, plate reader, single point, HTS; 7,8-diaminopelargonic acid synthase BioA (Mycobacterium tuberculosis); purified M. tuberculosis BioA enzyme; inhibition, % at 9.99 µM; actives 0.096% (n = 360,000); AID 602481, 2012; in the data active = inhibition above about 40%; inconclusive = no clear call, values can overlap the other calls
CCHF vOTU inh = CCHFV vOTU protease inhibitors, primary screen, biochemical, Pep-AMC substrate, fluorescence. Crimean-Congo hemorrhagic fever virus L polyprotein viral ovarian tumor (vOTU) protease …. inhibition, % at 11.5 µM. actives 0.55% (n = 370,000); also: 0% = vehicle wells with enzyme and 100% = no enzyme wells
Rv3671c inh = Rv3671c serine protease inhibitors, primary screen, biochemical, fluorescence polarization, M. tuberculosis H37Rv. P9WHR9. inhibition, % at 5.96 µM. actives 0.048% (n = 320,000); in the data active = inhibition above about 38%;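 also: extracellular domain of Rv3671c used as enzyme; 0% = enzyme with DMSO and 100% = no enzyme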
Target sequence (P9WHR9 whole entry, looked up, the tested form may be a part): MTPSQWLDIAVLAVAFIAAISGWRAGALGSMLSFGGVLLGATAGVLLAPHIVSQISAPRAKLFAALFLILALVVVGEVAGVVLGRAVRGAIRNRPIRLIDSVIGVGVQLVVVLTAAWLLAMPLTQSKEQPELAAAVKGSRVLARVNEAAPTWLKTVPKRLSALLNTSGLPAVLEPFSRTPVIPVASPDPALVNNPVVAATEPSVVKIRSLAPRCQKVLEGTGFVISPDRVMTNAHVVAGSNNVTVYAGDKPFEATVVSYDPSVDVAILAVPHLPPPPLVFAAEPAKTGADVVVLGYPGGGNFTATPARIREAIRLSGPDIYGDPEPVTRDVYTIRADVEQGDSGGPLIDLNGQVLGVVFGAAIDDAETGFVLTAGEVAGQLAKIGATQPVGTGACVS
GDH-TPI counter = GDH-TPI coupling enzyme inhibitors, primary screen, artefact control for M. tuberculosis FBA inhibitor project, biochemical, absorbance, full deck. GDH-TPI coupled enzyme counterscreen, NADH absorbance. AID 588335, 2011. inhibition, % at 4.8 µM. actives 1.2% (n = 360,000);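 also: 0% = DMSO wells and 100% = wells lacking the enzyme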
BoNT-F LC inh = BoNT/F light chain protease inhibitors, primary screen, biochemical, flow cytometry, MLPCN library; actives 0.22% (n = 360,000); inhibition, % at 10 µM; AID 588497, 2011; Multiplex microsphere protease cleavage assay; in the data active = inhibition above about 35%, passing the limit was not always enough; inconclusive = no clear call, values can overlap the other calls; also: plate controls were buffer without enzyme for full effect and enzyme alone for no effect
MazF activator = activators of E. coli MazEF toxin-antitoxin RNase, primary screen, biochemical, fluorescence, uHTS; Endoribonuclease toxin MazF (Escherichia coli (strain K12)), P0AE70; FAM/BHQ RNA-DNA oligo cleavage fluorescence, 5 h; activation, % at 20 µM; actives 0.32% (n = 350,000); AID 504720, 2011; in the data active = activation above about 50%
Target sequence (P0AE70 whole entry, looked up): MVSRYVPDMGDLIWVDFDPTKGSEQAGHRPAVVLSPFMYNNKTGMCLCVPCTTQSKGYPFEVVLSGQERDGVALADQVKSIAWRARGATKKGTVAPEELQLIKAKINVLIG
UGM FP inh = M. tuberculosis UGM enzyme inhibitors, primary screen, biochemical, fluorescence polarization, single point; UDP-galactopyranose mutase (Mycobacterium tuberculosis (strain ATCC 25618 / H37Rv)), …; purified UGM, fluorescence polarization probe displacement; inhibition, % at 10 µM; actives 0.06% (n = 320,000); AID 504406, 2011; in the data active = inhibition above about 10%, passing the limit was not always enough; inconclusive = no clear call, values can overlap the other calls
FBA Mtb inh = Mtb FBA enzyme inhibitors, primary screen, biochemical, fluorescence, strain H37Rv; Fructose-bisphosphate aldolase (Mycobacterium tuberculosis (strain ATCC 25618 / H37Rv)), …; purified M. tuberculosis FBA, fluorescence read-out; inhibition, % at 1 µM; actives 2.3% (n = 360,000); in the data active = inhibition above about 27%;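 also: 0% = vehicle and 100% = reference inhibitor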
Target sequence (P9WQA3 whole entry, looked up): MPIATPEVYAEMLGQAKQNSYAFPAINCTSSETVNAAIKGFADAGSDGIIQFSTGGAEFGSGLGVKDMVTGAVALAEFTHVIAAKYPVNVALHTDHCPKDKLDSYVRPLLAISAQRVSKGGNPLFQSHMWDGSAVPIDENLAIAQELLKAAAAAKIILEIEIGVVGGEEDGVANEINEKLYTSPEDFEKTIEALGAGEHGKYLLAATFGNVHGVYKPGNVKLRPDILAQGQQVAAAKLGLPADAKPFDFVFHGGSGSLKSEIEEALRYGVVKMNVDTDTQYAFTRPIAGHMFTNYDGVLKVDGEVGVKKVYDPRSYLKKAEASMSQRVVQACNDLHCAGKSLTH
FadD28 binding = inhibitors of FadD28 bisubstrate probe binding, primary screen, biochemical, fluorescence polarization, single point | Mycobacterium tuberculosis FadD28 fatty-acid-AMP ligase | inhibition, % at 12.5 µM | actives 0.22% (n = 360,000); in the data active = inhibition above about 8.5%, passing the limit was not always enough; inconclusive = no clear call, values can overlap the other calls
* marks the source's active call; other numbers are inactive results; ? = inconclusive; nt = not tested or not shown. Rule as the data show it, unless noted: active = inhibition above about 30%; inactive = the rest. An unsorted share of the library (roughly 4.9% active in at least one column).

SMILES	DUSP3 inh	BioA inh	CCHF vOTU inh	Rv3671c inh	GDH-TPI counter	BoNT-F LC inh	MazF activator	UGM FP inh	FBA Mtb inh	FadD28 binding
Cc1ccc(NC(=O)CN(C)C(=O)COC(=O)[C@@H](NC(=O)c2ccccc2F)C(C)C)cc1	nt	0.0	5	-9	-3	-12	6	1.2	-3	-2.7
CC1CCCN(C(=O)CCc2nnc(-c3ccc4c(c3)OCO4)o2)C1 (centres undefined)	-17	1.6	-2	-1	10	-1	6	2.9	0	-4.1
O=C(O)c1ccc(OCCCCCCOC2CCCCO2)cc1 (centres undefined)	32	-0.7	-10	0	3	28	6	-3.9	1	-3.7
CCC(=O)Nc1cccc(NC(=S)NC(=O)c2ccccc2)c1	2	nt	-7	-1	-4	12	-11	-2.7	3	-0.2
Cc1ccc(NC(=O)c2ccc(Cl)c(S(=O)(=O)N3CCc4ccccc43)c2)nc1	nt	-0.7	4	nt	11	5	-13	nt	2	1.0
C=CCNc1oc(-c2cccs2)nc1S(=O)(=O)c1ccccc1	1	0.7	1	0	3	2	6	1.7	-4	-4.0
COc1ccc(-c2csc(NC(=O)c3ccc(OCC(=O)N4CCOCC4)c(OC)c3)n2)cc1	-4	1.5	-2	-21	14	-12	-9	0.7	-3	-4.5
CN(C)c1nc(NCc2ccccc2)nc(SCC(N)=O)n1	1	-0.1	7	1	0	4	5	-0.8	-4	-3.7
CCCCCCC(=O)N1C/C=C\C(c2ccc(OC)cc2)N(Cc2ccc(F)cc2)C(=O)C1 (centres undefined)	-8	0.6	10	12	3	7	-2	-1.3	-2	-3.2
Cc1cccnc1NC(=O)CNC(=O)c1sc2ccccc2c1Cl	nt	-0.5	-1	-10	5	-8	4	0.7	0	-0.6
COc1cc2c(cc1OC)/C(=C/C(=O)c1cccc([N+](=O)[O-])c1)NCC2	9	0.8	-4	-24	22	-9	-2	4.4	1	0.0
CN(C)c1ccc(C(CNC(=O)c2ccccc2F)c2c[nH]c3ccccc23)cc1 (centres undefined)	4	nt	3	-6	0	-7	4	-2.2	-2	-0.6
COc1ccc(C2C(C#N)=C(N)Oc3c2c(-c2ccccc2)nn3-c2ccccc2)c(OC)c1OC (centres undefined)	-4	-1.3	11	-14	12	1	6	nt	0	-2.0
O=C(COC(=O)C1CC1)NCc1ccccc1	nt	0.5	3	nt	6	6	2	nt	2	-0.1
COC(=O)c1ccc(OCC(O)CN2CCN(C(=O)c3ccco3)CC2)cc1 (centres undefined)	-15	-2.4	15	7	-13	12	6	-1.8	0	-4.6
CC(CNCCCn1ccc(NC(=O)OCc2ccccc2)nc1=O)c1ccccc1 (centres undefined)	nt	0.4	-6	nt	5	-12	1	nt	-2	-1.0
Cc1ccc(Cl)c(NC(=S)N(CCCN2CCOCC2)Cc2ccco2)c1	-11	3.5	11	1	2	-10	-4	2.8	2	-5.1
CC(C)n1nnnc1SCC(=O)NC1CCCC1	2	0.0	-2	-5	-3	-9	13	2.1	2	-0.6
COc1ccc(Cl)cc1NC(=O)CN(C)C(=O)c1ccc(-n2nc(C)cc2C)cc1	nt	3.7	-5	-1	1	0	11	-0.4	-1	-1.9
O=C(CSc1nc(=O)n(CCCN2CCOCC2)c2c1CCC2)Nc1ccc([N+](=O)[O-])cc1	nt	-0.9	3	5	19	-2	2	3.9	-1	-1.2
COC(=O)[C@@H](Cc1ccccc1)NC(=O)Cn1cnc2c(SC)nc(N)nc21	nt	-0.1	-3	-2	-7	-1	4	1.2	8	-2.5
CNC(=S)N(CCCn1ccnc1)Cc1c(F)cccc1Cl	32	2.5	4	0	1	-7	16	0.8	0	-1.7
COc1ccc(OCC(O)CNC(=O)Nc2ccc(Cl)cc2)cc1 (centres undefined)	22	nt	3	-11	4	3	-2	-2.3	-10	-3.2
COc1cc(OC)c(C(=O)c2ccccc2[N+](=O)[O-])c(OC)c1	nt	-0.4	9	nt	12	-3	4	nt	-5	-9.9
CCc1nc(N=C(N)N)nc2ccccc12	18	nt	-8	-1	nt	nt	nt	-0.6	nt	nt

Remaining list, next part.
SMILES	DUSP3 inh	BioA inh	CCHF vOTU inh	Rv3671c inh	GDH-TPI counter	BoNT-F LC inh	MazF activator	UGM FP inh	FBA Mtb inh	FadD28 binding
CCOc1cc(/C=N/NC(=O)CCc2n[nH]c(=O)[nH]c2=O)ccc1O	10	0.0	2	2	19	-2	3	-1.0	-2	-2.7
COC(=O)C1=CN(c2ccc(OC)cc2)C=C(C(=O)OC)C1c1cc(OC)c(OC)cc1OC	5	0.0	-13	-2	5	-13	3	0.6	4	-1.4
Cc1cccc(OC(C)c2ccnc3nc(/N=C/N(C)C)nn23)c1 (centres undefined)	10	8.7	-21	-8	13	-4	-5	6.4	22	-2.0
CC1CCN(Cc2c(C#N)c3ccccc3n2C)CC1	44	2.6	9	-12	5	-10	-7	-3.1	7	-1.3
O=C(c1cc([N+](=O)[O-])ccc1N1CCN(S(=O)(=O)c2ccc(Cl)c(Cl)c2)CC1)N1CCOCC1	-6	0.4	3	-4	14	-6	2	-0.9	-3	0.7
COc1ccccc1N1CCN(S(=O)(=O)c2c(C)ccc3nsnc23)CC1	-19	nt	6	4	15	3	-3	0.3	0	-0.2
CCN(CC(=O)Nc1ccccc1OC)C(=O)C1CCCC1	nt	-1.4	5	0	5	-18	-1	-2.8	-2	-1.2
COc1cccc(-c2nc(CN3CCN(C(=O)c4ccco4)CC3)c(C)o2)c1OC	nt	0.7	-5	nt	5	6	0	nt	0	-2.1
CCCCNS(=O)(=O)c1cc(-c2nn(C)c(=O)c3ccccc23)ccc1C	-3	0.9	-9	-9	6	-4	8	0.2	-1	-1.3
CN1CCN(c2cc(N3CCN(C(=O)c4ccco4)CC3)c3c4c(onc24)-c2ccccc2C3=O)CC1	21	-0.3	nt	3	10	-57	2	-0.1	-2	1.1
COc1ccc(-n2ncc3c(N4CCN(c5cccc(C)c5C)CC4)ncnc32)cc1	13	-1.0	5	3	8	-10	-8	-0.2	1	0.2
Cc1cccc2nc(Cn3c(=O)n(CCCC(=O)NCc4ccco4)c(=O)c4ccccc43)cc(=O)n12	3	3.1	-11	1	16	4	9	-3.7	2	-1.3
O=C(OCn1nnc2ccccc2c1=O)c1cn(-c2ccccc2)nc1-c1cccnc1	22	-1.1	7	-7	11	?	13	1.1	2	-1.0
CCOc1ccccc1C(=O)NCC(=O)N(C)CC(=O)Nc1ccc(N2CCOCC2)cc1	nt	-0.5	-4	nt	0	-2	-2	nt	4	0.4
CC(C)Oc1ccc(Oc2ccc(C(F)(F)F)cn2)cc1	11	1.0	9	-4	6	-16	1	6.4	1	-0.3
CCOC(=O)c1c(NC(=O)c2cccs2)sc2c1CC(C)(C)OC2	21	-0.7	1	-2	7	-16	-3	1.1	6	-2.3
COc1cccc(CNC(=O)c2cc3oc4ccccc4c3n2C)c1OC	0	-1.5	2	3	7	-7	-5	-1.0	1	-0.4
COc1ccc(NC(=O)c2oc3ccccc3c2CSC)cn1	48	3.8	-9	nt	-3	-13	4	nt	-3	-1.6
CCn1c(SCC(=O)c2ccc3ccccc3c2)nnc1-c1ccco1	31	-0.6	3	-9	18	?	2	1.5	-2	-1.9
O=C(O)c1cc[c]([Hg][Cl])cc1	nt	4.5	nt	-10	28	-4	-12	-0.9	10	-1.0
CCOc1ccc(NC(=O)C2(c3ccc(OC)c(OC)c3)CCCC2)cc1	18	0.0	6	-9	-2	-3	5	0.3	-1	-2.0
O=C(Cc1ccc(-n2c(=O)c3ccccc3n(Cc3ccccc3Cl)c2=O)cc1)NCC1CCCO1 (centres undefined)	16	nt	-10	-2	3	-10	2	-2.2	1	0.3
CC(C)(C)c1ccc(CC(=O)N2CCC2(C)C(=O)NS(=O)(=O)c2cccc(OC(F)F)c2)cc1 (centres undefined)	nt	-1.8	13	nt	1	-1	nt	nt	3	0.3
CC1CC(C)CN(C(=O)Cn2c(=O)oc3cc(S(=O)(=O)N4CCCC4)ccc32)C1 (centres undefined)	-17	0.1	2	11	-12	3	-13	2.8	0	-4.9
CC1CC(C)(C)CC2(C1)NC(=O)N(CC(=O)Nc1cc(C(F)(F)F)ccc1N1CCCCC1)C2=O (centres undefined)	nt	0.7	-10	nt	11	0	-8	nt	-1	-5.2

Full records, quoted from the list. Order of screens: DUSP3 inh	BioA inh	CCHF vOTU inh	Rv3671c inh	GDH-TPI counter	BoNT-F LC inh	MazF activator	UGM FP inh	FBA Mtb inh	FadD28 binding
COc1ccc(-c2csc(NC(=O)c3ccc(OCC(=O)N4CCOCC4)c(OC)c3)n2)cc1 across the screens: -4	1.5	-2	-21	14	-12	-9	0.7	-3	-4.5
C=CCNc1oc(-c2cccs2)nc1S(=O)(=O)c1ccccc1 across the screens: 1	0.7	1	0	3	2	6	1.7	-4	-4.0
COc1ccc(NC(=O)c2oc3ccccc3c2CSC)cn1 across the screens: 48	3.8	-9	nt	-3	-13	4	nt	-3	-1.6
Cc1cccc(OC(C)c2ccnc3nc(/N=C/N(C)C)nn23)c1 (centres undefined) across the screens: 10	8.7	-21	-8	13	-4	-5	6.4	22	-2.0
Cc1cccc2nc(Cn3c(=O)n(CCCC(=O)NCc4ccco4)c(=O)c4ccccc43)cc(=O)n12 across the screens: 3	3.1	-11	1	16	4	9	-3.7	2	-1.3

More compounds follow.
SMILES	DUSP3 inh	BioA inh	CCHF vOTU inh	Rv3671c inh	GDH-TPI counter	BoNT-F LC inh	MazF activator	UGM FP inh	FBA Mtb inh	FadD28 binding
O=C(O)CN1C(=O)/C(=C\c2cccc(OCc3ccc(Cl)cc3Cl)c2)SC1=S	35	13	10	nt	4	?	-14	-0.6	-3	-6.3
Nc1ccn(CC(=O)NCCc2ccccn2)c(=O)n1	nt	-1.0	4	3	10	8	3	-2.7	6	-1.6
CC(=O)Nc1nc2c(C)c(Cl)ccc2s1	2	1.0	-7	-11	-1	-6	12	1.4	1	-1.5
CC1CC(=O)C2=C(C1)Nc1ccccc1SC2c1ccc(F)cc1 (centres undefined)	5	0.0	5	-4	19	-2	3	-0.8	2	-1.2
Cc1ccc2c(c1)N(CC(=O)NCc1cccs1)C(=O)C(C)O2 (centres undefined)	19	-2.3	3	3	1	2	9	2.7	3	-0.5
CC1=C(C(=O)N2CCOCC2)CC(CC(=O)NCc2cccs2)C(=O)N1Cc1ccc(C(C)(C)C)cc1 (centres undefined)	nt	-1.6	15	nt	5	4	2	nt	-2	-0.4
O=Cc1cn(Cc2ccc(F)cc2Cl)c2ccccc12	-8	2.2	16	-10	-7	2	-1	-5.3	1	-4.2
Cc1cccc(-c2cc(=O)c(C(=O)O)cn2-c2ccc(F)cc2F)c1	15	-0.5	1	4	11	-11	-11	1.4	5	-1.6
FC(F)(F)c1ccc(-n2cn[nH]c2=S)cc1	29	-0.9	-6	6	4	-2	2	0.8	4	-1.0
O=C(O)CCSc1ccc([N+](=O)[O-])cc1[N+](=O)[O-]	20	nt	-2	0	14	8	-17	0.3	-1	-0.7
CCOC(=O)C1CCCN(C(=O)Cc2ccc(OC)c(OC)c2)C1 (centres undefined)	4	-0.6	-9	-2	12	-2	-23	-1.9	-3	0.5
COc1ccccc1N1CCN(C(=O)c2cc(C(=O)N3CCN(c4ccccc4OC)CC3)cc([N+](=O)[O-])c2)CC1	9	-0.9	0	-4	1	?	-4	-0.3	-5	-0.5
O=C(c1ccc2c(Cl)c3c(nc2c1)CCCC3)N1CCC(N2CCCCC2)CC1	15	2.2	-6	2	1	-15	2	-0.8	5	-0.1
